Screens from PubChem.
NOD1 NF-kB reporter: NOD1 signaling inhibitors, primary screen, cell-based, luminescence, uHTS (AID 1578) | 290,000 compounds, 1% hits | NOD1-driven NF-kB luciferase reporter cells, luminescence; higher % means a stronger effect | inhibition, % at 4 µM; hits with a dose series show EC50 in µM; in the data active means inhibition mostly above about 36%, no sharp cut-off; inactive means mostly below about 34%;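 further: HEK-293T reporter cells stimulated with the NOD1 agonist gamma-tri-DAP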
HIV peptide binding: inhibitors of HIV fusion peptide binding, primary screen, biochemical, uHTS, fluorescence dequenching (AID 1986) | cell-free peptide binding, fluorescence dequenching, 30 min; higher % means a stronger effect | one-dose inhibition, % at 20 µM; IC50 in µM for titrated hits | 290,000 compounds, 0.3% hits; in the data active means inhibition mostly above about 52%, no sharp cut-off; inactive means mostly below about 76%; further: some results filed as inactive read as strong as hits
LYP inhibition: inhibitors of LYP phosphatase, biochemical, fluorescence intensity, uHTS (AID 1779); Tyrosine-protein phosphatase non-receptor type 22 (Homo sapiens); inhibition, % at 11.5 µM; hits with a dose series show IC50 in µM; 290,000 compounds, 0.054% hits; recombinant LYP phosphatase, fluorescence intensity; higher % means a stronger effect;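 further: plate controls were vehicle with enzyme for no effect and no enzyme for full effect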
SIAH1 antagonists: Siah-1 peptide-binding antagonists, primary screen, biochemical, fluorescence polarization, rhodamine-plectin, uHTS (AID 1817); E3 ubiquitin-protein ligase SIAH1 (Homo sapiens); Siah-1 / rhodamine-plectin peptide fluorescence polarization; higher % means a stronger effect; displacement, % at 20 µM; hits with a dose series show IC50 in µM; 290,000 compounds, 0.02% hits;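 active means displacement of at least 50% at 20 µM, with a fluorescence ratio check between 0.3 and a set limit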;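 further: plate controls were Siah plus tracer with DMSO for no effect and tracer alone without Siah for full effect; strong numbers were not always called active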
KOR beta-arrestin-1: KOR antagonists, beta-arrestin recruitment, cell-based, luminescence, uHTS (AID 1778). Kappa-type opioid receptor (Homo sapiens). KOR beta-arrestin recruitment, luminescence, antagonist mode; higher % means a stronger effect. one-dose inhibition, % at 10 µM; IC50 in µM for titrated hits. 290,000 compounds, 0.091% hits; further: strong numbers were not always called active
HEK293 NOD2/NF-kB: NOD2 signaling inhibitors, cell-based, luminescence, uHTS, HEK293 (AID 1566). HEK293 NOD2/NF-kB luciferase reporter, luminescence; higher % means a stronger effect. one-dose inhibition, % at 4 µM; EC50 in µM for titrated hits. 290,000 compounds, 0.63% hits; further: many of its hits are not listed in these tables
Myeloid diff MLP: induction of myeloid progenitor differentiation, primary screen, cell-based, flow cytometry, MLPCN library; 360,000 compounds, 1% hits; calls only at 10 µM; ER-HoxA9 myeloid progenitors, lysozyme-GFP differentiation;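 active means normalized GFP-positive differentiation at or above the plate's own cutoff, the solvent-only control mean plus 3 SD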;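 further: cells exposed to compound for four days before flow analysis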
KOR beta-arrestin-2: KOR agonists, beta-arrestin recruitment, primary screen, cell-based, luminescence, uHTS (AID 1777); activation, % at 10 µM; hits with a dose series show EC50 in µM; KOR beta-arrestin recruitment, luminescence; higher % means a stronger effect; 280,000 compounds, 0.02% hits; in the data active means activation above about 50%, passing the limit was not always enough; further: a part of the inactive calls stands beside numbers as strong as those of hits
Salmonella PhoP GFP: inhibitors of PhoP regulon expression, primary screen, Salmonella Typhimurium, GFP reporter (AID 1863); S. Typhimurium PhoP-regulated promoter GFP reporter, 4 h; higher % means a stronger effect; one-dose inhibition, % at 50 µM; IC50 in µM for titrated hits; 300,000 compounds, 0.16% hits;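 active means inhibition over 29.93%, a cutoff 3 SD above the screen mean, later confirmed by dose response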;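 further: 0% = low Mg2+ inducing control and 100% = high Mg2+ repressing control; strong numbers were not always called active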
Myeloid diff MLP GFP+ MAC1+ %: second read-out of Myeloid diff MLP, no call of its own (marks repeat the call); GFP+ MAC1+ double positive, %; measured here: differentiation confirmed by MAC1 staining
* marks the source's active call; other numbers are inactive results; i = inactive; . = no result given; + = active, no number; & = joins results of further samples; [ ] = dose if it differs, or a comment. Unless noted, no stated cut-off is given here; in the data, active means inhibition above about 50%; inactive means the rest. This is a subset, so the mix of outcomes need not match the whole.

SMILES	NOD1 NF-kB reporter	HIV peptide binding	LYP inhibition	SIAH1 antagonists	KOR beta-arrestin-1	HEK293 NOD2/NF-kB	Myeloid diff MLP	Myeloid diff MLP GFP+ MAC1+ %	KOR beta-arrestin-2	Salmonella PhoP GFP
Cc1cccc(C(=O)NNC(=O)Nc2ccccc2)c1	-29%	-0.3%	-6%	-5%	-7%	9%	i	0.8	0.0%	-4%
CCCOc1ccc(-c2c(C(=O)N/N=C(\C)c3ccco3)nnn2-c2nonc2N)cc1	2%	0.3%	-8%	-6%	1%	24%	i	8.1	-7.2%	10%
Cc1ccc2nc(-c3ccc(O)cc3)c(Nc3ccc4c(c3)OCCO4)n2c1	49%	2.6%	-11%	0%	0%	-17%	i	2.3	5.5%	8%
NS(=O)(=O)c1ccc(CCNC(=O)c2ccccc2F)cc1	2%	1.5%	-1%	-4%	-15%	5%	i	0.7	-7.7%	4%
Cc1[nH]c2ccccc2c1CC#N	-6%	0.3%	-3%	3%	-12%	-6%	i	0.3	7.9%	.
Cc1cc(=O)[nH]c(N/N=C/c2ccc3c(c2)OCCO3)n1	0%	-1.5%	-3%	-2%	-6%	-26%	i	0.0	2.4%	-9%
O=C(NCc1ccccc1)C(c1ccncc1)N(C(=O)c1ccccn1)c1ccccc1 (stereo not given)	-44%	0.8%	-8%	13%	-53%	0%	i	1.0	4.1%	7%
C=CCC(C(=O)c1ccccc1)[N+](C)(C)CC=C (stereo not given)	-36%	-1.7%	-4%	4%	-46%[20 µM]	4%	i	0.2	-4.9%	12%
CCOC(=O)c1ccc(NC(=O)c2nc[nH]c2C(=O)NCC(=O)OC(C)(C)C)cc1	10%	1.0%	0%	-1%	-7%	11%	i	2.0	-0.8%	1%
Cc1cc(C)c(C)c(S(=O)(=O)N2CCNCC2)c1C	-22%	0.3%	-6%	16%	14%	20%	i	0.5	-2.7%	8%
FC(F)(F)C1=CC(c2ccc(Cl)cc2)=NCCN1	8%	4.3%	-5%	-4%	-45%	4%	i	0.5	5.8%	14%
Cc1ccc(S(=O)(=O)N(C)Cc2ccc(C(=O)N/N=C/c3ccc(OC(F)F)cc3)cc2)cc1	-12%	0.4%	-4%	1%	-238%	-36%	i	0.6	39%	17%
CCN(CC)S(=O)(=O)c1ccc(C(=O)OCC(=O)NCCN2C(=O)CSC2=O)cc1	-18%	-2.0%	-7%	3%	-10%	7%	i	0.4	-1.9%	4%
CCc1ccc(NC(=O)Cn2nc(C(F)(F)F)c3c2CCC3)cc1	5%	-0.6%	4%	-1%	-5%	9%	i	0.4	4.6%	4%
COc1ccc(CSc2nc(C)cc(C)c2S(C)(=O)=O)cc1	-2%	-1.9%	1%	6%	16%	5%	i	0.1	-5.8%	10%
O=C(O)c1ccc(/C=N/Nc2ccc(C(F)(F)F)cn2)cc1	-62%	4.6%	1%	-2%	6%	-116%	i	0.1	-3.1%	-10%
CCc1ccccc1N(CC(=O)O)S(C)(=O)=O	-23%	-2.0%	-6%	4%	-14%	6%	i	1.1	4.8%	-14%
COC(=O)c1ccccc1S(=O)(=O)N1CCC(C(=O)OC(C)C(=O)NC(N)=O)CC1 (stereo not given)	-14%	2.2%	-7%	0%	8%	7%	i	0.3	-3.1%	5%
CC(NC(=O)C12CC3CC(C)(CC(C)(C3)C1)C2)c1ccncc1 (stereo not given)	15%	0.8%	-12%	-2%	-38%[20 µM]	6%	.	.	-2.7%	6%
COc1ccc(CCn2nnnc2C(C(C)C)N2CCC(C(N)=O)CC2)cc1OC (stereo not given)	-29%	1.3%	0%	0%	-13%	8%	i	2.3	-0.1%	-12%
CCCN1CCC(NC(=O)Nc2ccc(Br)cc2)CC1	-17%	-1.4%	-5%	-1%	-6%[20 µM]	27%	i	0.1	-5.9%	2%
Cc1nnc(Sc2cc(NCCCO)c([N+](=O)[O-])c3nonc23)s1	-20%	-0.5%	-4%	50%	6.2µM*	13%	i	0.4	-12%	-3%
Cc1oc2ccc(O)cc2c1C(=O)c1ccc([N+](=O)[O-])cc1	2%	-0.7%	-5%	-1%	-7%	15%	i	0.6	7.9%	-4%
O=C1CC(=O)N(Cc2ccco2)C(=O)N1	7%	66%	8%	-6%	-5%	3%	i	0.7	7.5%	2%
CNc1nc(-c2ccccc2)cc(C(F)(F)F)c1C#N	13%	27%	-13%	20%	4%	8%	i	0.9	0.8%	-5%
O=C(CNCC1CCCO1)Nc1ccccc1N1CCCCCC1 (stereo not given)	6%	0.2%	-7%	1%	11%	16%	i	0.4	-1.7%	22%
COc1ccc(C)cc1NS(=O)(=O)c1cc(C)ccc1C	0%	-0.6%	-3%	1%	17%	2%	i	0.9	-1.1%	-6%
NC(=O)NC(=O)CSc1nnc(-c2ccco2)n1Cc1ccccc1	.	-0.9%	-4%	1%	-6%	3%	i	0.7	0.7%	-3%
O=C(Nc1ccccc1)Nc1ccccn1	-50%&-14%	-0.5%&-1.1%	0%&-8%	-1%&0%	15%&-14%	-53%&-39%	i	3.6	-0.4%&-2.6%	4%&7%
CCCCN(CCCC)C(=O)c1cc2ccccc2c(=O)o1	-5%	-1.7%	-4%	-4%	-24%	26%	i	0.2	-4.9%	-7%
C/C(=N\OC(=O)Nc1ccc(Cl)cc1)c1ncc(C(F)(F)F)cc1N1CCOCC1	-56%	-0.8%	-2%	3%	7%	-26%	i	0.4	-1.4%	19%
CCN(CC)C(=O)C12CC3CC(CC(Br)(C3)C1)C2	-8%	-0.5%	-6%	1%	0%	14%	i	0.4	-5.5%	-8%
Cc1ccc2nsnc2c1N	-17%	-0.9%	-3%	-6%	-9%	0%	i	0.2	1.0%	-4%
COc1ccc(CCNC(=O)CCc2ccsc2)cc1OC	9%	-0.3%	-10%	-1%	4%	1%	i	0.3	0.4%	7%
CCOC(=O)N1CCN(C(=O)Cn2cc3c(n2)CCCC3)CC1	-2%	-0.4%	-10%	0%	21%	15%	i	0.6	2.5%	16%
CCCCc1c(C)nc2cc(-c3ccco3)[nH]n2c1=O	-2%	-1.7%	-4%	14%	12%	-20%	i	0.6	-0.1%	-1%
CC(=O)Nc1ccc(NS(=O)(=O)c2cc([N+](=O)[O-])ccc2C)cc1	-13%	0.5%	-4%	16%	-1%	6%	i	0.8	0.4%	2%
Cc1nnc(NC(=O)CN2C(=O)c3ccccc3S2(=O)=O)s1	-11%	-1.8%	-2%	-1%	-61%	-5%	i	0.2	1.6%	-5%
O=C1C(Cl)=C(N2CCCCCC2)C(=O)N1c1ccc(Cl)cc1	-41%	5.9%	-3%	-1%	-15%	4%	i	0.5	-2.2%	-3%
O=C(Nc1cccc(S(=O)(=O)N2CCCCCC2)c1)c1cc(=O)c2ccccc2o1	21%	-1.7%	0%	-1%	-68%	24%	i	0.2	3.0%	-9%
COC(=O)[C@@H](NC(=O)NCc1cccc(OC)c1)C(C)C	6%	-2.1%	-7%	2%	5%	-2%	i	6.3	5.8%	8%
CS(=O)(=O)N1CCC(C(=O)N2CCN(c3cccc(Cl)c3)CC2)CC1	-27%	0.4%	-6%	0%	35%	4%	i	0.2	3.6%	-8%
CCCc1cc(=O)oc2cc(C)cc(OC(C)C(=O)NCc3ccncc3)c12 (stereo not given)	-50%	0.2%	-17%	10%	-15%	12%	i	1.5	-4.4%	-4%
CCN(CC)Cc1csc(C(N)=O)c1	7%	0.9%	-8%	-2%	-61%	9%	i	1.2	0.6%	-5%
O=C1S/C(=C\c2ccc(N3CCOCC3)o2)C(=O)N1c1ccccc1	-22%	146%	1%	1%	12%	-26%	+	4.3*	-1.7%	-5%
CCCn1cc(SCC(=O)NC2CCCC2)c2ccccc21	-35%	0.9%	4%	6%	-22%	2%	i	0.8	-0.4%	-4%
COc1ccc(CN2C3CCCC2CC(NC(=O)Nc2ccccc2C)C3)cc1 (stereo not given)	-19%	2.5%	-1%	2%	21%	-6%	i	0.3	-5.0%	2%
Cc1cccc(NC(=S)NNC(=O)CC(C)O)c1C (stereo not given)	-12%	-5.3%	-9%	3%	26%	5%	i	0.8	0.9%	2%
Cc1ccc(Nc2c(N)c(=O)oc3ccccc23)cc1	-20%	-2.1%	3%	-4%	5%	-43%	i	1.8	4.1%	-1%
CCN(CC)c1nc2cc(OC)ccc2cc1C#N	-18%	6.2%	-1%	-1%	3%	-10%	+	1.1*	2.9%	23%
CCCCNC(=O)c1cc2c(-c3ccc(Cl)cc3)nn(C)c2s1	-41%	-3.5%	-6%	3%	-13%	5%	i	3.1	10%	-4%
O=C(NCCc1nnc2ccc(NCC3CCCO3)nn12)c1ccccc1 (stereo not given)	-46%	0.7%	0%	-2%	11%	-1%	i	0.5	-3.6%	6%
CN1CCN(C(=O)c2cc(S(=O)(=O)Nc3ccccc3F)c(Cl)cc2Cl)CC1	-2%	2.0%	-9%	2%	-36%	-5%	i	0.4	10%	-8%
CCN(CC)c1ccc(NC(=O)CSc2nnc3nc(C)cc(C)n23)cc1	7%	-3.4%	-4%	-2%	14%	9%	i	0.5	0.2%	-3%
COc1ccc(C2NS(=O)(=O)OCC2C)cc1 (stereo not given)	-24%	-1.4%	-7%	1%	-61%[20 µM]	-12%	i	1.5	-6.4%	-3%
CCOC(=O)C1=NN(c2ccccc2)C(=O)/C1=C\c1ccc(N(C)C)cc1	40%	20%	9%	2%	-16%	6%	i	0.8	2.3%	-11%
CC(C)Cc1cc(C(=O)Nc2c(F)cc(F)cc2Br)no1	-29%	-2.1%	-1%	7%	30%	-16%	i	1.7	-5.9%	2%
CCOC(=O)c1cc(-c2ccc(C)cc2)n(CCC(=O)NCCCOC)c1C	-2%	-1.4%	-3%	1%	12%	16%	i	0.1	-5.4%	5%
N#Cc1nc(-c2ccccc2Cl)oc1N1CCCCC1	-48%	0.7%	-5%	0%	-2%	-80%	i	0.9	3.1%	2%
CC(C)n1cc(/C=C2/NC(=O)N(c3cccc(Cl)c3)C2=O)c2ccccc21	-5%	4.8%	-2%	1%	10%	7%	i	0.6	-1.4%	-1%

Profiles from above. Screens in order: NOD1 NF-kB reporter, HIV peptide binding, LYP inhibition, SIAH1 antagonists, KOR beta-arrestin-1, HEK293 NOD2/NF-kB, Myeloid diff MLP, Myeloid diff MLP GFP+ MAC1+ %, KOR beta-arrestin-2, Salmonella PhoP GFP
`COc1ccc(C2NS(=O)(=O)OCC2C)cc1` (stereo not given) across the screens: -24%, -1.4%, -7%, 1%, -61%[20 µM], -12%, i, 1.5, -6.4%, -3%
`CN1CCN(C(=O)c2cc(S(=O)(=O)Nc3ccccc3F)c(Cl)cc2Cl)CC1` across the screens: -2%, 2.0%, -9%, 2%, -36%, -5%, i, 0.4, 10%, -8%
`CCN(CC)Cc1csc(C(N)=O)c1` across the screens: 7%, 0.9%, -8%, -2%, -61%, 9%, i, 1.2, 0.6%, -5%
